High-throughput results (PubChem BioAssay)
GluA2 TARP mod – modulates AMPAR-stargazin complexes. 40,000 tested, 3.5% active. calls only at 30 µM. O88602+P19491. HEK293 GluA2+stargazin, membrane potential dye (FDSS), glutamate EC50; hits were called plate by plate, in both directions. AID 1259245;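 active = any of four per-well response measures lying three or more SD from its plate-wide compound average, in either direction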
Target sequence (O88602 whole entry, looked up): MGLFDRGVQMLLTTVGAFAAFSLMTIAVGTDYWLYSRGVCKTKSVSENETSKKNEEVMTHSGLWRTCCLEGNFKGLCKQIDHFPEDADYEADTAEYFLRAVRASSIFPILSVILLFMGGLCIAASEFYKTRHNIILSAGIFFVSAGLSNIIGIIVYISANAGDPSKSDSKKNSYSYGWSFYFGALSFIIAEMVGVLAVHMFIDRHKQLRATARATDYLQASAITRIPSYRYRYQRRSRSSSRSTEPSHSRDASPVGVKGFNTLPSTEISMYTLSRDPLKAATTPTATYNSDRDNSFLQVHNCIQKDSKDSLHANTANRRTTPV
Target sequence (P19491 whole entry, looked up): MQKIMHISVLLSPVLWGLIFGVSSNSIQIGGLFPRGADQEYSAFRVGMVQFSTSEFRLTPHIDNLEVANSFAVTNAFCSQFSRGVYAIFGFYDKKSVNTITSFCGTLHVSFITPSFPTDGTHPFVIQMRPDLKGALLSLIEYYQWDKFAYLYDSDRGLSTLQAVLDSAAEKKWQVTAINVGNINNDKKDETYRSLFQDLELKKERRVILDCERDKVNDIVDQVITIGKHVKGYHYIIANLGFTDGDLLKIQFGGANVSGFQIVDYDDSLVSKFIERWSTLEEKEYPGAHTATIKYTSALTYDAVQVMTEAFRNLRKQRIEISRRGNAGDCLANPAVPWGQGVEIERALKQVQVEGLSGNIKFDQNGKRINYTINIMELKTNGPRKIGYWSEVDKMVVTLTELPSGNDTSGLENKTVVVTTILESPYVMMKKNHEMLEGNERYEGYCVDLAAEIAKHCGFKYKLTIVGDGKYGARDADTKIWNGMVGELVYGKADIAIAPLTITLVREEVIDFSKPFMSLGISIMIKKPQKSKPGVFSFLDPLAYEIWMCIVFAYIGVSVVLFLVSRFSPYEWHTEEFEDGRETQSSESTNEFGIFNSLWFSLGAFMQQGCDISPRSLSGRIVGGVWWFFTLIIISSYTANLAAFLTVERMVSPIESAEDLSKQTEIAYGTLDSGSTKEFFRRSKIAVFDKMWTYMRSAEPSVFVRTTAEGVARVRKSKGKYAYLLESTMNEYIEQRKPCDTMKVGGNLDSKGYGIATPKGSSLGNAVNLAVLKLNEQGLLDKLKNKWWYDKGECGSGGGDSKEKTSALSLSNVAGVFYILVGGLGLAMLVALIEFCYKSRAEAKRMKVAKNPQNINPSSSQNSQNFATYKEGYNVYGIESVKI
GluA2 TARP mod agonism max-min – second read-out of GluA2 TARP mod, no call of its own (marks repeat the call); compound max-min signal; compound-alone response (agonism);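 unitless range of fluorescence divided by baseline over first 100 seconds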
GluA2 TARP mod glutamate slope – further read-out of GluA2 TARP mod, marked with its call; glutamate slope, % of max; measured here: glutamate response slope, % max;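 scaled per plate between vehicle wells and maximal 1 mM glutamate control wells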
Active calls of the source: *; i = inactive; + = active, no number; & = joins results of further samples.

A first look:
SMILES | GluA2 TARP mod | GluA2 TARP mod agonism max-min | GluA2 TARP mod glutamate slope
CCCNC(=O)Cn1nc2c(c1NC(=O)c1ccc(OC)cc1OC)CSC2 | i | 0.075 | 46.5
CC(=O)N1CCc2c(sc(NC(=O)c3cccc(F)c3)c2-c2nc3ccccc3s2)C1 | i | 0.124 | 66.9
O=C(NC(C(=O)N1CCCC1)C12CC3CC(CC(C3)C1)C2)c1ccc(F)cc1 (centres undefined) | i | 0.0896 | 53.8

The whole of this part, previewed entries included:
SMILES | GluA2 TARP mod | GluA2 TARP mod agonism max-min | GluA2 TARP mod glutamate slope
CCCNC(=O)Cn1nc2c(c1NC(=O)c1ccc(OC)cc1OC)CSC2 | i | 0.075 | 46.5
CC(=O)N1CCc2c(sc(NC(=O)c3cccc(F)c3)c2-c2nc3ccccc3s2)C1 | i | 0.124 | 66.9
O=C(NC(C(=O)N1CCCC1)C12CC3CC(CC(C3)C1)C2)c1ccc(F)cc1 (centres undefined) | i | 0.0896 | 53.8
CCCCOCC(O)Cn1cnc2ccccc21 (centres undefined) | i | 0.049 | 56.1
COc1ccc(OC)c2sc(NC(=O)Cc3ccc(S(C)(=O)=O)cc3)nc12 | i | 0.128 | 60.9
COc1ccc(NC(=O)Cc2ccc(SC)cc2)c2ccccc12 | i | 0.081 | 61.5
COc1ccc(N2CCN(C(c3cccs3)C(C)NS(=O)(=O)c3ccc(F)cc3)CC2)cc1 (centres undefined) | i | 0.165 | 53.5
CCOc1ccc(-c2ccc(OCCNS(=O)(=O)c3ccc(CC)cc3)nn2)cc1 | i | 0.0404 | 50.6
COC(=O)C12CC3CC(CC(NC(=O)c4snnc4C)(C3)C1)C2 | i | 0.148 | 74.2
COc1ccc(C)cc1NC(=O)Cn1nc(C(=O)Nc2ccccc2)ccc1=O | i | 0.0388 | 42.0
COc1ccccc1N1CCN(C(CNS(=O)(=O)c2ccc(F)cc2)c2cccnc2)CC1 (centres undefined) | i | 0.111 | 52.2
Cc1ccc(NC(=O)NCC(O)(c2cccs2)C2CC2)cc1C (centres undefined) | i | 0.141 | 41.1
Cc1ccc(N2C=C(C#N)S(=O)(=O)c3ccc(Cl)cc32)c(C)c1 | i | 0.0713 | 40.6
Cc1cccc(S(=O)(=O)NCC(C)(O)c2ccc3c(c2)OCO3)c1 (centres undefined) | i | 0.124 | 53.4
N#Cc1c(NC(=O)CCCS(=O)(=O)c2ccccc2)sc2c1CCCCC2 | i | 0.0951 | 65.8
COc1cc(/C=C2\Oc3cc(OC(=O)c4cccs4)ccc3C2=O)cc(OC)c1OC | i | 0.108 | 62.5
O=S(=O)(c1ccc2ccccc2c1)N1CCN(c2ccccc2)CC1 | i | 0.111 | 71.4
COc1ccc(CC(=O)Nc2ccc(N3CCCCC3=O)c(OC)c2)cc1 | i | 0.0972 | 37.4
COc1ccc(OC)c(S(=O)(=O)NCCNc2ccc(Nc3cc(C)ccn3)nn2)c1 | i | 0.19 | 54.7
CSc1ccccc1NC(=O)Cc1cc(-c2ccc3c(c2)OCO3)on1 | i | 0.0399 | 34.7
COc1cn(-c2ccc(F)cc2)nc1C(=O)NCc1ccccc1 | i | 0.0884 | 64.2
COc1cc(NS(=O)(=O)c2cc(C)ccc2OC)ccc1N1CCCCC1=O | i | 0.0581 | 50.2
COc1ccc(SCC(=O)Nc2nc(-c3cc(OC)ccc3OC)cs2)cc1 | i | 0.0915 | 67.6
O=C(/C=C/c1cccs1)NCC1CCN(C(=O)c2ccccc2F)CC1 | i | 0.0425 | 70.3
CCCNC(=O)Cn1nc2c(c1NC(=O)C(=O)c1c(C)[nH]c3ccccc13)CSC2 | i | 0.104 | 54.0
Going on with the list.
SMILES | GluA2 TARP mod | GluA2 TARP mod agonism max-min | GluA2 TARP mod glutamate slope
CCn1nnc2c(=O)n(CC(=O)N3CCN(c4ccc(Cl)cc4)CC3)cnc21 | i | 0.0468 | 31.2
CC(C)n1c(=O)c2ccc(C(=O)NC3CCCC3)cc2n2c(=O)n(C)nc12 | i | 0.12 | 54.4
CCC1CCCCN1S(=O)(=O)c1cc(C)c(Br)cc1C (centres undefined) | i | 0.0533 | 70.3
COc1ccc(N2C(=O)CCS2(=O)=O)cc1S(=O)(=O)N1CCCc2ccccc21 | i | 0.0794 | 61.1
O=C(Nc1cccc([N+](=O)[O-])c1)c1ccc(N2CCCCS2(=O)=O)cc1 | i | 0.143 | 49.7
Cc1ccc(-c2noc(CN3C(=O)COc4cc(C(C)(C)C)ccc43)n2)cc1 | i | 0.0967 | 49.5
CN(C)C(CNS(=O)(=O)c1cccc([N+](=O)[O-])c1)c1cccs1 (centres undefined) | i | 0.134 | 66.3
Cc1ccc(S(=O)(=O)NCCC(=O)O)c(C)c1N(C)S(=O)(=O)c1ccccc1 | i | 0.0637 | 32.9
CC(C)CCN1C(=O)C(C)(C)COc2ccc(NC(=O)COc3ccccc3)cc21 | + | 0.155* | 78.5*
Cc1ccc(-n2nc(C)c3c(Cl)c(C(=O)NC(C)C)cnc32)cc1 | i | 0.0877 | 59.6
CCOC(=O)c1sc(NC(=O)c2ccc(N3C(=O)c4ccccc4C3=O)cc2)nc1C | i | 0.0668 | 44.0
CCOC(=O)Cn1c(=O)c2c(nc3n(-c4cc(C)cc(C)c4)c(C)c(C)n23)n(C)c1=O | i | 0.0504 | 37.6
COc1ccc(S(=O)(=O)Nc2nc(C(=O)Nc3ccc(F)c(F)c3)cs2)cc1 | i | 0.083 | 36.3
Cc1nc(N2CCN(C(=O)C3CCCC3)CC2)cc(-n2ccnc2)n1 | i | 0.0967 | 51.4
CC(C)Sc1cccc(C(=O)Nc2ccc([N+](=O)[O-])cc2)c1 | i | 0.115 | 35.6
Cc1ccc(Cn2c(N3CCCC3)nc3c2c(=O)[nH]c(=O)n3C)cc1 | i | 0.111 | 55.6
O=C(c1cc2cccnc2n(Cc2ccc(F)cc2)c1=O)N(Cc1ccccc1)Cc1ccccc1 | i | 0.0434 | 61.2
CC(=O)Cc1nsc(NC(=O)C2(C)Cc3ccccc3C(=O)O2)n1 (centres undefined) | i | 0.0802 | 53.1
COc1cc2cc(CNc3ccccc3)c(=O)n(CC(=O)Nc3ccc4c(c3)OCO4)c2cc1OC | + | 0.144* | 1.6*
O=C(CCCS(=O)(=O)c1ccccc1)N1CCN(c2nc3c(F)cc(F)cc3s2)CC1 | i | 0.0684 | 42.6
COc1ccc(S(=O)(=O)CCCC(=O)Nc2nc(-c3ccc(Cl)s3)cs2)cc1 | i | 0.0739 | 46.0
CCN(CC)S(=O)(=O)c1ccc(C(C)=O)c(NC(=O)c2cc3c(=O)n4ccccc4nc3s2)c1 | i | 0.226 | 59.6
CCOc1cc(C(=O)NCC2CCN(C(=O)c3cc4ccccc4o3)CC2)cc(OCC)c1OCC | i | 0.0596 | 42.2
CCCOc1ccc(N2CCN(C(=O)c3c(-c4ccccc4Cl)noc3C)CC2)nn1 | i | 0.0912 | 65.2
Cc1ccc(C)c(N2CCN(C(=O)Cc3c(C)[nH]c(=O)[nH]c3=O)CC2)c1 | i | 0.102 | 53.2
Further results follow.
SMILES | GluA2 TARP mod | GluA2 TARP mod agonism max-min | GluA2 TARP mod glutamate slope
COc1ccc(S(=O)(=O)N2c3ccccc3CC2C(N)=O)cc1C (centres undefined) | i | 0.0588 | 53.5
CCOc1ccc(S(=O)(=O)NCC2CCN(c3ccccn3)CC2)cc1F | i | 0.116 | 59.7
Cc1csc(NC(=O)C2CCNCC2)n1 | i | 0.0371 | 60.0
CCC(=O)Nc1ccc(S(=O)(=O)NCC2CCN(CCOC)CC2)c(C)c1 | i | 0.0789 | 47.1
COc1ccc(NC(=O)c2nnn(Cc3ccc(C)cc3)c2N)cc1OC | i | 0.0783 | 47.5
Cc1ccc(-n2ccnc2N2CCN(C(=O)c3ccccc3C(F)(F)F)CC2)cc1 | i | 0.0518 | 41.5
O=C(c1c(F)cccc1F)N1CCN(c2ncnc3c2nnn3-c2ccc(Cl)cc2)CC1 | i | 0.112 | 62.4
COc1cc(Cl)c(S(=O)(=O)NCCN2CCOCC2)cc1Cl | i | 0.0986 | 72.0
O=C(CCc1csc(NS(=O)(=O)c2ccccc2)n1)NCC1CCCCC1 | i | 0.0879 | 62.6
C=CCn1c(=S)[nH]c2scc(-c3ccccc3)c2c1=O | i | 0.146 | 48.7
CCc1ccc(-n2c(-c3ccccc3)cn3c4c(=O)n(CC(C)=O)c(=O)n(C)c4nc23)cc1 | i | 0.0496 | 56.6
CS(=O)(=O)N1CCN(C(=O)CCCn2nc(-c3ccc(F)cc3)ccc2=O)CC1 | i | 0.0295 | 34.7
Cc1cccc(CC(=O)N2CC(c3nc(-c4ncccn4)no3)C2)c1 | i | 0.118 | 37.8
COc1ccc(C(=O)Nc2cc(C3CC3)nn2-c2nc(C(C)C)cc(=O)[nH]2)cc1OC | + | 0.239* | 58.1*
O=C(Cc1cccs1)NNC(=O)c1ccc(=O)n(Cc2ccc(Cl)cc2)c1 | i | 0.0834 | 55.2
O=C(Nc1ccccn1)c1cccc(S(=O)(=O)N2CCCC2)c1 | i | 0.0723 | 21.8
NS(=O)(=O)c1ccc(NS(=O)(=O)c2ccc(NC(=O)c3ccccc3C(=O)O)cc2)cc1 | i | 0.0447 | 37.6
CC(=O)c1cccc(NC(=O)c2ccc(=O)n(Cc3cccc(C(F)(F)F)c3)c2)c1 | i | 0.123 | 49.5
COc1ccc(N2CCC(CNS(=O)(=O)c3cccc(Cl)c3)C2)cc1 (centres undefined) | i | 0.146 | 45.4
O=C1N=C(N2CCOCC2)SC1=C1CCCCC1 | i | 0.0394 | 60.5
O=C(Cc1cccc2ccccc12)N1CCN(c2ncnc3c2nnn3-c2ccc(F)cc2)CC1 | i | 0.0665 | 61.0
O=C(Nc1nnc(-c2cccs2)o1)c1cccc(Cl)c1 | i | 0.107 | 49.6
O=C(Cc1ccc(Cl)cc1)Nc1ccc(N2CCCS2(=O)=O)cc1 | i | 0.0483 | 35.6
Cc1ccc(NC(=O)C(=O)NCC2CCN(C(C)C)CC2)cc1F | i | 0.0707 | 63.4
NC(=O)c1ccc(NC(=O)C(=O)NCC(c2cccs2)N2CCOCC2)cc1 (centres undefined) | i | 0.107 | 71.7
New compounds follow:
SMILES | GluA2 TARP mod | GluA2 TARP mod agonism max-min | GluA2 TARP mod glutamate slope
Cc1nc2ccccn2c(=O)c1NC(=O)Nc1ccc(F)c(Cl)c1 | i | 0.101 | 66.5
CCc1ccc(S(=O)(=O)N2CCN(Cc3nnnn3-c3ccc(F)cc3)CC2)s1 | i | 0.0963 | 66.1
Cc1cccc2sc(NC(=O)c3ccc(=O)n(Cc4ccccc4Cl)c3)nc12 | i | 0.0485 | 42.5
O=C1CN(c2ccccc2NC(=O)NCCCc2ccccc2)CCN1 | i | 0.0996 | 62.7
COc1ccc(OC)c2sc(N(CCN(C)C)C(=O)c3ccnn3C)nc12 | i | 0.149 | 65.4
O=C(Nc1ccc(OC(F)(F)F)cc1)c1ccc(S(=O)(=O)NCc2cccs2)o1 | + | 0.184* | 38.9*
O=C(CCN1C(=O)c2ccccc2S1(=O)=O)Nc1nc2ccc([N+](=O)[O-])cc2s1 | i | 0.0698 | 45.3
Cc1c(C)n2c3c(=O)n(Cc4c(F)cccc4Cl)c(=O)n(C)c3nc2n1CCN1CCOCC1 | i | 0.13 | 59.7
CCOC(=O)C1CCN(C(=O)Nc2cccc(F)c2)CC1 | i | 0.0563 | 29.8
O=C(Nc1onc2c1CSC2)C1(c2cccs2)CCCC1 | i | 0.0707 | 66.3
CCc1nnsc1C(=O)Nc1c(C(=O)Nc2cccc(Cl)c2)oc2ccccc12 | i | 0.111 | 62.2
COc1ccc(-c2ccc(=O)n(CCNS(=O)(=O)c3cc(C)cc(C)c3)n2)cc1 | i | 0.0322 | 42.2
CC1CN(CC(O)COc2ccc(C3CCCCC3)cc2)CC(C)O1 (centres undefined) | i | 0.0439 | 56.2
CC(C)c1cccc(C(C)C)c1NC(=O)c1ccc(O)cc1 | i | 0.0243 | 60.7
COc1cccc(OC)c1C(=O)NCCS(=O)(=O)N1CCN(Cc2ccccc2)CC1 | i | 0.0339 | 47.6
CC(C)Cn1c(NC(=O)Nc2ccc3c(c2)OCO3)c2ccccc2nc1=O | i | 0.072 | 55.8
COCc1nc2ccccc2n1CC(O)COc1ccc(C)c(C)c1 (centres undefined) | i | 0.0934 | 60.7
Cc1cccc(C(=O)Nc2ccc3ncsc3c2)c1 | i | 0.0377 | 34.7
CC(=O)Nc1ccc(NC(=O)CSc2nnnn2-c2cccc(C)c2)cc1 | i | 0.0802&0.0434 | 51.0&116.5
O/N=C/c1ccoc1 | i | 0.0274 | 26.8
O=C(NCC1CCN(C(=O)Oc2ccccc2)CC1)Nc1cccs1 | i | 0.0805 | 44.2
CCNc1nn(CC(=O)Nc2cccc(CC)c2)c(N)c1-c1nc(-c2ccccc2C)no1 | i | 0.107 | 51.4
O=C(Cn1nc(C(=O)Nc2ccccc2)ccc1=O)NCCc1ccccc1 | i | 0.0286 | 58.7
COc1ccc(S(=O)(=O)N2CCCOC2CNC(=O)C(=O)NCc2cccc(OC)c2)cc1 (centres undefined) | i | 0.0711 | 54.2
Cc1c(C(=O)NCC(C)C)c(C(F)(F)F)nn1C(C)C | i | 0.0693 | 66.2
CCCNC(=O)C(=O)Nc1ccc(N2CCCCS2(=O)=O)cc1 | i | 0.098 | 58.8

Looked up by structure from the list above (6):
SMILES | GluA2 TARP mod | GluA2 TARP mod agonism max-min | GluA2 TARP mod glutamate slope
COc1cc(/C=C2\Oc3cc(OC(=O)c4cccs4)ccc3C2=O)cc(OC)c1OC | i | 0.108 | 62.5
O=C1CN(c2ccccc2NC(=O)NCCCc2ccccc2)CCN1 | i | 0.0996 | 62.7
O=C(Nc1ccc(OC(F)(F)F)cc1)c1ccc(S(=O)(=O)NCc2cccs2)o1 | + | 0.184* | 38.9*
CCC(=O)Nc1ccc(S(=O)(=O)NCC2CCN(CCOC)CC2)c(C)c1 | i | 0.0789 | 47.1
CC(=O)Nc1ccc(NC(=O)CSc2nnnn2-c2cccc(C)c2)cc1 | i | 0.0802&0.0434 | 51.0&116.5
CC1CN(CC(O)COc2ccc(C3CCCCC3)cc2)CC(C)O1 (centres undefined) | i | 0.0439 | 56.2

An excerpt; count on the stated rates, not on these rows.
